NPY-Y1 PAM-ag: NPY-Y1 receptor potentiators or agonists, primary screen, cell-based. Neuropeptide Y receptor type 1 (Homo sapiens), P25929. NPY-Y1 expressing cells, potentiator/agonist activation. activation, % at 3.6 µM. 220,000 tested, 0.37% active; in the data active = activation above about 33%, passing the limit was not always enough;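 also: cells stimulated with NPY at EC10 then isoproterenol at EC100; 0% = low agonist plus stimulus and 100% = saturating agonist plus stimulus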
Target sequence (P25929 whole entry, looked up): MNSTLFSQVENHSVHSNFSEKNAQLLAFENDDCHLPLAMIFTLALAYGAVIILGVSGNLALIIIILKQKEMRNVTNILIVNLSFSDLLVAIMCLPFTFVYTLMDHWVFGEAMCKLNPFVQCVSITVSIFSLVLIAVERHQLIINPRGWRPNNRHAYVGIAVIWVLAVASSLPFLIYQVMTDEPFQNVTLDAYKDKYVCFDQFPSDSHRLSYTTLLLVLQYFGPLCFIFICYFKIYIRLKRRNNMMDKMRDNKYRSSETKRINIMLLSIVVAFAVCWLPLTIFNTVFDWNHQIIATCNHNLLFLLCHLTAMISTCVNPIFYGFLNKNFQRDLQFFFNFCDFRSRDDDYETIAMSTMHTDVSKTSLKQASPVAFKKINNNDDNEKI
BaF3 parental: parental Ba/F3 cell viability inhibition, counter-screen for JAK2V617F inhibitor project, murine pro-B, CellTiter-Glo luminescence; CellTiter-Glo ATP luminescence; inhibition, % at 5.6 µM; 220,000 tested, 1.1% active; AID 1486, 2009;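 active = inhibition above a per-campaign cutoff, the mean inhibition of all tested compounds plus 3 SD, cut at about 27% in these data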;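 also: 0% = DMSO wells and 100% = JAK Inhibitor I control wells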
CHOP inh: inhibitors of CHOP promoter induction, primary screen, cell-based, unfolded protein response, luciferase reporter; CHO-K1 CHOP-promoter luciferase, tunicamycin-induced, 15-18 h; inhibition, % at 10 µM; 220,000 tested, 3.8% active;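 active = compounds that reduced the stress-induced luciferase reporter signal by more than about 70% of percent inhibition, limit read from the data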;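 also: 0% = tunicamycin plus vehicle and 100% = wells without tunicamycin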
NCF1 inh: p47phox/p22phox peptide binding inhibitors, primary screen, biochemical, uHTS, NADPH oxidase regulatory subunit; 220,000 tested, 0.53% active; inhibition, % at 24.7 µM; AID 1274, 2008; fluorescence polarization, 2 h;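 active = inhibition above about 30%, limit read from the data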;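 also: 0% = p47phox with labelled peptide and 100% = labelled peptide alone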
Ba/F3 V617F tox: reduced viability of JAK2V617F-dependent Ba/F3 cells, primary screen, JAK2V617F inhibitor project, cell-based, Ba/F3 EpoR-JAK2V617F, luminescence | ATP luminescence | 220,000 tested, 1.1% active | AID 1446, 2008 | inhibition, % at 5.6 µM;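 active = inhibition above the campaign mean plus 3 SD over all tested compounds, cut at about 24% in these data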;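 also: cytokine-independent growth of Ba/F3 cells driven by EpoR plus mutant JAK2; 0% = DMSO-treated cells and 100% = JAK inhibitor I control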
NPY-Y1 antag: NPY-Y1 receptor antagonists, primary screen, cell-based | inhibition, % at 3.6 µM | 200,000 tested, 1% active | Neuropeptide Y receptor type 1 (Homo sapiens), P25929 | AID 1040, 2008 | HEK293-CNG Y1 cells, membrane potential fluorescence; NPY at EC95, then isoproterenol;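 active = inhibition above the campaign mean inhibition of all tested compounds plus 3 SD, cut at about 20% in these data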;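 also: 0% = DMSO wells given NPY plus isoproterenol and 100% = isoproterenol alone without NPY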
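Test system – HEK293 Y1/CNG channel cell line · Also added – NPY agonist 25 nM, then isoproterenol 1 µM plus Ro 20-1724 25 µM · Compound dosing – one concentration, 3.6 µM, in 0.4% DMSO · Schedule – compound incubation 1 h at room temperature, readout 45 min post-stimulation · Technique – fluorescence, membrane potential probe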
S1P4 antag: S1P4 receptor antagonists, primary screen, cell-based; Sphingosine 1-phosphate receptor 4 (Homo sapiens), O95977; S1P4-expressing cells, antagonist mode, reporter read-out; inhibition, % at 4.98 µM; 220,000 tested, 0.26% active; in the data active = inhibition above about 29%;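 also: 0% = wells stimulated with agonist and 100% = vehicle wells without agonist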
NPY2 pot ag: NPY-Y2 potentiators or agonists, primary screen, cell-based; activation, % at 3.6 µM; 220,000 tested, 0.45% active; Neuropeptide Y receptor type 2 (Homo sapiens), P49146; cells expressing NPY-Y2, potentiator/agonist read-out; in the data active = activation above about 27%;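 also: cells stimulated with NPY near EC25 plus isoproterenol at EC100; 0% = vehicle plus submaximal agonist and 100% = vehicle plus saturating agonist; some results beyond the cut were filed as inactive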
Target sequence (P49146 whole entry, looked up): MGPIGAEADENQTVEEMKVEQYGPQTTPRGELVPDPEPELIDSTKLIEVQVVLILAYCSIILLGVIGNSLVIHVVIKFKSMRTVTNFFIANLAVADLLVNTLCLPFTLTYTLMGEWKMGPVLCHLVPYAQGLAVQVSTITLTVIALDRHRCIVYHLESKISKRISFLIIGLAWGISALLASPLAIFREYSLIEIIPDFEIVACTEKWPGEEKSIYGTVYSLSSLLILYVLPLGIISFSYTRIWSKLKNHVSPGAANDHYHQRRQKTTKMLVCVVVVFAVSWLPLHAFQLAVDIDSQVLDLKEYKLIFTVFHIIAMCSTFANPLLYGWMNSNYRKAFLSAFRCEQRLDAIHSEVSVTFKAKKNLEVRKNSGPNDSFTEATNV
S1P4 agonist: S1P4 receptor agonists, primary screen, cell-based. Sphingosine 1-phosphate receptor 4 (Homo sapiens), O95977. S1P4-expressing cell line, agonist reporter assay. activation, % at 4.98 µM. 220,000 tested, 0.35% active. AID 1509, 2009; in the data active = activation above about 11%;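 also: 0% = DMSO vehicle and 100% = reference agonist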
* hit, by the source's call.

Screening Cc1ccsc1C1C(C#N)=C(N)N(N(C)C)C2=C1C(=O)CCC2 (stereo not given) returned NPY-Y1 PAM-ag 6, BaF3 parental 9, CHOP inh -2, NCF1 inh -1, Ba/F3 V617F tox 1, NPY-Y1 antag 0, S1P4 antag 18, NPY2 pot ag -15 and S1P4 agonist -0.2.
Screening COc1ccc(N2C(=O)C(Cl)=C(N3CCCC(C)C3)C2=O)cc1 (stereo not given) returned NPY-Y1 PAM-ag -19, BaF3 parental 4, CHOP inh 3, NCF1 inh -1, Ba/F3 V617F tox 0, NPY-Y1 antag 8, S1P4 antag -4, NPY2 pot ag -32 and S1P4 agonist -3.9.
Screening C=CCNC(=O)/C(C#N)=C/c1ccccc1[N+](=O)[O-] returned NPY-Y1 PAM-ag -21, BaF3 parental 9, CHOP inh -17, NCF1 inh 3, Ba/F3 V617F tox 1, NPY-Y1 antag 3, S1P4 antag -24, NPY2 pot ag -9 and S1P4 agonist -0.9.
Screening COc1ccc(C(C(=O)NC2CCCC2)N(CCN2CCOCC2)C(=O)c2ccc(OC)c(OC)c2)cc1 (stereo not given) returned NPY-Y1 PAM-ag -22, BaF3 parental 6, CHOP inh -30, NCF1 inh -2, Ba/F3 V617F tox 4, NPY-Y1 antag 10, S1P4 antag -15, NPY2 pot ag -6 and S1P4 agonist -1.7.
`COC(=O)C1CCN(C(=O)c2c(-c3ccccc3Cl)noc2C)CC1` gave NPY-Y1 PAM-ag 5, BaF3 parental 8, CHOP inh 8, NCF1 inh -4, Ba/F3 V617F tox 1, NPY-Y1 antag -1, S1P4 antag -27, NPY2 pot ag 3 and S1P4 agonist 1.2.
Screening O=C(O)c1cc2c(cc1Cl)N1CCCCCC1=NS2(=O)=O returned NPY-Y1 PAM-ag 11, BaF3 parental 8, CHOP inh 20, NCF1 inh -11, Ba/F3 V617F tox 1, NPY-Y1 antag -1, S1P4 antag -21, NPY2 pot ag -17 and S1P4 agonist 2.6.
`CCC(c1nnnn1C(C)(C)CC)N(CCCO)Cc1cc2cc(C)cc(C)c2[nH]c1=O` (stereo not given) gave NPY-Y1 PAM-ag 10, BaF3 parental 10, CHOP inh 5, NCF1 inh -7, Ba/F3 V617F tox 2, NPY-Y1 antag 4, S1P4 antag -5, NPY2 pot ag 6 and S1P4 agonist 1.1.
COc1ccc(C(=O)NCc2nnc(SCC(=O)N3CCC(C)CC3)o2)cc1 was read as NPY-Y1 PAM-ag 3, BaF3 parental 5, CHOP inh 4, NCF1 inh -2, Ba/F3 V617F tox -2, NPY-Y1 antag 4, S1P4 antag -1, NPY2 pot ag 7 and S1P4 agonist -0.4.
Screening N#C/C(=C\c1ccc(OCc2ccccc2)cc1)C(=O)Nc1nc2c(s1)CCN(Cc1ccccc1)C2 returned NPY-Y1 PAM-ag -9, BaF3 parental 1, CHOP inh 69, NCF1 inh -1, Ba/F3 V617F tox -6, NPY-Y1 antag 3, S1P4 antag -17, NPY2 pot ag -5 and S1P4 agonist 1.2.
`CC(C)c1ccc(S(=O)(=O)c2ccc(NN)cc2)cc1` gave NPY-Y1 PAM-ag 10, BaF3 parental 5, CHOP inh 14, NCF1 inh 4, Ba/F3 V617F tox 3, NPY-Y1 antag 3, S1P4 antag 4, NPY2 pot ag -3 and S1P4 agonist 0.1.
For CC(C)C(=O)Nc1cccc(S(=O)(=O)c2cccc(NC(=O)C(C)C)c2)c1 the results were NPY-Y1 PAM-ag 7, BaF3 parental 7, CHOP inh 30, NCF1 inh -17, Ba/F3 V617F tox 5, NPY-Y1 antag -3, S1P4 antag 2, NPY2 pot ag 4 and S1P4 agonist -1.1.
For Cc1cc2ccccc2n1CCNC(=O)C1CCCCC1 the results were NPY-Y1 PAM-ag -3, BaF3 parental 1, CHOP inh 16, NCF1 inh -5, Ba/F3 V617F tox -2, NPY-Y1 antag 0, S1P4 antag 4, NPY2 pot ag 1 and S1P4 agonist -0.2.
`CC(C)C(=O)Nc1c(C(=O)c2ccc(F)cc2)oc2ccccc12` gave NPY-Y1 PAM-ag -43, BaF3 parental 2, CHOP inh 47, NCF1 inh -5, Ba/F3 V617F tox -2, NPY-Y1 antag 8, S1P4 antag -10, NPY2 pot ag -22 and S1P4 agonist -2.5.
For COc1ccc(-n2cnnc2SCC(=O)Nc2cc(S(=O)(=O)N3CCCCC3)ccc2C)cc1 the results were NPY-Y1 PAM-ag 1, BaF3 parental 3, CHOP inh -18, NCF1 inh 1, Ba/F3 V617F tox 1, NPY-Y1 antag -9, S1P4 antag 13, NPY2 pot ag 11 and S1P4 agonist -0.5.
Screening Cc1ccccc1C(=O)NNC(=O)c1ccc(Br)cc1 returned NPY-Y1 PAM-ag -3, BaF3 parental 10, CHOP inh -12, NCF1 inh -8, Ba/F3 V617F tox 4, NPY-Y1 antag 0, S1P4 antag -20, NPY2 pot ag -13 and S1P4 agonist 0.5.
N#C/C(=C\c1ccc(OC(=O)c2ccc(Cl)s2)cc1)c1nc2ccccc2[nH]1 was read as NPY-Y1 PAM-ag 3, BaF3 parental 2, CHOP inh 107*, NCF1 inh 4, Ba/F3 V617F tox 1, NPY-Y1 antag 5, S1P4 antag -26, NPY2 pot ag 4 and S1P4 agonist 1.9.
`Cc1cccc(C)c1Nc1nnc(SC/C(O)=C(\C#N)c2nc3ccccc3[nH]2)s1` gave NPY-Y1 PAM-ag -8, BaF3 parental 3, CHOP inh -40, NCF1 inh -30, Ba/F3 V617F tox -3, NPY-Y1 antag 3, S1P4 antag -8, NPY2 pot ag -6 and S1P4 agonist 0.0.
For COCCNc1nc2c(c(=O)n(C)c(=O)n2C)n1Cc1cccc(C(F)(F)F)c1 the results were NPY-Y1 PAM-ag -3, BaF3 parental 60*, CHOP inh 54, NCF1 inh -7, Ba/F3 V617F tox 59*, NPY-Y1 antag 5, S1P4 antag -10, NPY2 pot ag -14 and S1P4 agonist 3.5.
Screening COc1cccc(-n2cc(CN(C)Cc3nc(Cc4cccc(F)c4)no3)cn2)c1 returned NPY-Y1 PAM-ag -6, BaF3 parental 6, CHOP inh -4, NCF1 inh -6, Ba/F3 V617F tox 6, NPY-Y1 antag 3, S1P4 antag -5, NPY2 pot ag -20 and S1P4 agonist -3.7.
For Cn1c(Oc2ccc(F)cc2)c(C=O)c2ccccc21 the results were NPY-Y1 PAM-ag 0, BaF3 parental 2, CHOP inh 43, NCF1 inh 2, Ba/F3 V617F tox -1, NPY-Y1 antag 2, S1P4 antag -5, NPY2 pot ag -2 and S1P4 agonist 1.0.

Two compounds picked at random from the list so far:
`CC(C)C(=O)Nc1c(C(=O)c2ccc(F)cc2)oc2ccccc12` gave NPY-Y1 PAM-ag -43, BaF3 parental 2, CHOP inh 47, NCF1 inh -5, Ba/F3 V617F tox -2, NPY-Y1 antag 8, S1P4 antag -10, NPY2 pot ag -22 and S1P4 agonist -2.5.
N#C/C(=C\c1ccc(OC(=O)c2ccc(Cl)s2)cc1)c1nc2ccccc2[nH]1 was read as NPY-Y1 PAM-ag 3, BaF3 parental 2, CHOP inh 107*, NCF1 inh 4, Ba/F3 V617F tox 1, NPY-Y1 antag 5, S1P4 antag -26, NPY2 pot ag 4 and S1P4 agonist 1.9.

(listing goes on)
Cc1nn(CC(=O)Nc2ccc(Cl)cn2)c(C)c1[N+](=O)[O-] was read as NPY-Y1 PAM-ag 12, BaF3 parental 43*, CHOP inh 20, NCF1 inh -7, Ba/F3 V617F tox -1, NPY-Y1 antag -3, S1P4 antag 9, NPY2 pot ag 8 and S1P4 agonist 1.0.
Cc1ccc2nsnc2c1NC(=O)COc1ccccc1 was read as NPY-Y1 PAM-ag 4, BaF3 parental 6, CHOP inh -2, NCF1 inh -2, Ba/F3 V617F tox 0, NPY-Y1 antag -3, S1P4 antag -4, NPY2 pot ag 3 and S1P4 agonist -0.7.
`CCC(=O)Nc1ccc(C(=O)Cn2ncc(Cl)c(Cl)c2=O)cc1` gave NPY-Y1 PAM-ag 14, BaF3 parental 45*, CHOP inh -33, NCF1 inh -3, Ba/F3 V617F tox 78*, S1P4 antag 75*, NPY2 pot ag 9 and S1P4 agonist -1.7.
Screening COc1ccnc(Oc2ccc(C)cc2C)c1C#N returned NPY-Y1 PAM-ag -5, BaF3 parental -1, CHOP inh 42, NCF1 inh -5, Ba/F3 V617F tox -4, NPY-Y1 antag -1, S1P4 antag 3, NPY2 pot ag 17 and S1P4 agonist -0.4.
`Cc1c(C)c(C)c(S(=O)(=O)N2CCSCC2)c(C)c1C` gave NPY-Y1 PAM-ag -11, BaF3 parental 2, CHOP inh -2, NCF1 inh -26, Ba/F3 V617F tox -2, S1P4 antag 1, NPY2 pot ag -15 and S1P4 agonist 1.3.
For O=C(NC1CCCCNC1=O)c1ccccc1 (stereo not given) the results were NPY-Y1 PAM-ag 1, BaF3 parental -1, CHOP inh 9, NCF1 inh -7, Ba/F3 V617F tox -3, S1P4 antag -7, NPY2 pot ag -22 and S1P4 agonist 0.8.
Screening O=C(C1CCN(S(=O)(=O)c2cccs2)CC1)N1CCN(Cc2ccccc2)CC1 returned NPY-Y1 PAM-ag -9, BaF3 parental 1, CHOP inh 26, NCF1 inh -11, Ba/F3 V617F tox -3, NPY-Y1 antag -1, S1P4 antag 2, NPY2 pot ag 8 and S1P4 agonist 0.1.
`NC(=O)COn1c(SCC(N)=O)nc2ccccc2c1=O` gave NPY-Y1 PAM-ag -1, BaF3 parental 0, CHOP inh -15, NCF1 inh 0, Ba/F3 V617F tox -2, S1P4 antag 18, NPY2 pot ag -12 and S1P4 agonist 0.9.
For CCOc1ccc(-c2n[nH]c(=S)o2)cc1 the results were NPY-Y1 PAM-ag -12, BaF3 parental 2, CHOP inh 2, NCF1 inh -8, Ba/F3 V617F tox 0, NPY-Y1 antag 13, S1P4 antag 1, NPY2 pot ag -20 and S1P4 agonist 1.5.
For COc1cc(/C=C/C(=O)OCC(=O)Nc2sc3c(c2C#N)CCC(C)C3)ccc1OCC#N (stereo not given) the results were NPY-Y1 PAM-ag -6, BaF3 parental 8, CHOP inh -5, NCF1 inh -54, Ba/F3 V617F tox -3, NPY-Y1 antag 1, S1P4 antag -11, NPY2 pot ag -43 and S1P4 agonist -1.0.
Screening O=C(c1ccc(Cl)cc1)C1CCCN(C(=O)c2csnn2)C1 (stereo not given) returned NPY-Y1 PAM-ag 17, BaF3 parental -2, CHOP inh 15, NCF1 inh -1, Ba/F3 V617F tox -1, NPY-Y1 antag 1, S1P4 antag -6, NPY2 pot ag 3 and S1P4 agonist -1.3.
For CCC(C)C(NC(=O)C(C)NC(=O)CNC(=O)OC(C)(C)C)C(N)=O (stereo not given) the results were NPY-Y1 PAM-ag 9, BaF3 parental 7, CHOP inh 30, NCF1 inh -7, Ba/F3 V617F tox 1, NPY-Y1 antag 4, S1P4 antag 3, NPY2 pot ag -7 and S1P4 agonist 0.1.
For CCn1nnnc1SCC(=O)N1CCc2ccccc21 the results were NPY-Y1 PAM-ag 9, BaF3 parental 4, CHOP inh 4, NCF1 inh -5, Ba/F3 V617F tox 0, NPY-Y1 antag 4, S1P4 antag -22, NPY2 pot ag 1 and S1P4 agonist -2.4.
